Screening data from PubChem BioAssay.
NR1D1 modulator: modulates human Rev-erb alpha binding to DNA; P20393; Rev-erbα–FITC-DNA binding, fluorescence polarization, 90 min; activity, % at 10 µM; 0.79% of 370,000 active; AID 1259318;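 active means activity above about 14%, limit read from the data; passing the limit was not always enough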;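 further: 0% = DMSO wells with 35 nM protein and 100% = DMSO wells with 750 nM protein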
PRMT1 inh: inhibitors of human PRMT1; recombinant PRMT1, activity-based probe fluorescence polarization; inhibition, % at 2.79 µM; 1.3% of 370,000 active; AID 652257;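 active means inhibition above about 21% made by adding two undisclosed values, limit read from the data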
rCAG binder: r(CAG) repeat RNA binding; TO-PRO-1 dye displacement fluorescence; inhibition, % at 3 µM; 1.3% of 370,000 active;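 active means inhibition above the plate cutoff, the mean of all test compounds on that plate plus 3 SD, cut at about 35% in these data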;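 further: 0% = DMSO alone and 100% = 100 µM mitoxantrone as full dye displacement; higher means more dye released from RNA so lower well fluorescence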
LEDGF integ inh: blocks HIV-1 LEDGF/p75-dependent DNA integration; TR-FRET IN-LEDGF/p75 DNA integration, Eu/Cy5; inhibition, % at 3.7 µM; 0.64% of 370,000 active; AID 743269;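 active means inhibition above the screen-wide mean plus 3 SD, cut at about 13% in these data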;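 further: signal is the Cy5 over europium emission ratio at 671 and 618 nm; 0% = plate median of compound wells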
MBD2 inh: MBD2-methylated oligo binding inhibition | TR-FRET, MBD2 binding to methylated oligonucleotide | inhibition, % at 4.4 µM | 0.31% of 370,000 active | AID 686964; in the data active means inhibition above about 13%
UHRF1 binding: UHRF1 methyl-DNA binding inhibition; Q96T88; UHRF1 binding to methylated oligo, TR-FRET; inhibition, % at 4.4 µM; 0.75% of 370,000 active; AID 687016; in the data active means inhibition above about 21%;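 further: UHRF1 SRA domain binding a hemimethylated CpG hairpin DNA probe; 0% = median of test compound wells and 100% = reference inhibitor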
Target sequence (Q96T88 whole entry, looked up, the tested form may be a part): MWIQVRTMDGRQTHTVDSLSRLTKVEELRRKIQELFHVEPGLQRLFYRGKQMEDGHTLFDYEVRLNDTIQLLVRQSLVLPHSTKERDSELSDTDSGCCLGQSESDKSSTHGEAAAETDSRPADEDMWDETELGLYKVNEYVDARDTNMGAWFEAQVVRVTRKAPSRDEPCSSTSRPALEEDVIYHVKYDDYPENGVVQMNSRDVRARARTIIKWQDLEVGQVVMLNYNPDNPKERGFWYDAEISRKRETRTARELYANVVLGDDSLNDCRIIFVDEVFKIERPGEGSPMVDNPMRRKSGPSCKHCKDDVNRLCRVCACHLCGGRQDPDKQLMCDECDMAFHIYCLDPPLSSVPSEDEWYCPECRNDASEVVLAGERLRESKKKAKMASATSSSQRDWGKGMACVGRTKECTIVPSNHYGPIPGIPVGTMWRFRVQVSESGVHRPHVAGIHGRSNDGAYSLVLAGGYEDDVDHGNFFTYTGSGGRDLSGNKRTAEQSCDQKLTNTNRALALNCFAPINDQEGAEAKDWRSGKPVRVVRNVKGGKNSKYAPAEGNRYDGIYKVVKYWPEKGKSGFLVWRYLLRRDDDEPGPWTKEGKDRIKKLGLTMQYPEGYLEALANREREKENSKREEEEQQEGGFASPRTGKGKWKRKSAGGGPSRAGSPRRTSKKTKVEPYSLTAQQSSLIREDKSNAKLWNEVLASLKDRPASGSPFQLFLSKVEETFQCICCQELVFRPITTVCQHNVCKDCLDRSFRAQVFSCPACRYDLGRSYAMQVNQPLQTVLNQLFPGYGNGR
PG9 binder: small molecules binding HIV-1 gp120 antibody PG9; 0.43% of 360,000 active; TR-FRET gp120-PG9 antibody binding; inhibition, % at 6.7 µM; in the data active means inhibition above about 8.5%
HTRA1 inh: blocks human HTRA1 serine peptidase; inhibition, % at 5.96 µM; 0.5% of 340,000 active; Q92743; recombinant HTRA1, FP-rhodamine activity-based probe, fluorescence polarization; in the data active means inhibition above about 36%;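 further: 0% = enzyme with DMSO and 100% = wells lacking enzyme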
TCR-CD3 inh: human TCR-CD3 binding inhibition; inhibition, % at 9.4 µM; 0.37% of 360,000 active; TAMRA-labeled TCR probe fluorescence, biochemical; AID 651800; in the data active means inhibition above about 19%;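 further: recombinant mutant TCR 2C K166C tagged with TAMRA read by polarization; 0% = receptor in buffer alone and 100% = receptor with positive control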
mABHD4 FP: ABHD4 (mouse) inhibition, primary FP screen; purified mABHD4, FP-Rh probe fluorescence polarization; inhibition, % at 8.92 µM; 0.54% of 370,000 active; AID 720543;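 active means inhibition exceeding the mean over every tested compound plus 3 SD, cut at about 30% in these data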;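 further: 0% = plate median of compound wells and 100% = S159A mutant with DMSO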
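Assay system: mouse ABHD4 enzyme, wild type / Also added: fluorescent activity-based probe FP-Rh / Doses: single nominal dose of 8.92 µM, 0.89% DMSO final / Timing: 45 min compound pre-incubation plus 60 min probe step, 25 °C / Signal: FP readout, ex 525 nm / em 598 nm / Control set: S159A mutant/DMSO as 100%, compound-well median as 0%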
Numbers without * were called inactive; nt = not tested or not shown.

SMILES	NR1D1 modulator	PRMT1 inh	rCAG binder	LEDGF integ inh	MBD2 inh	UHRF1 binding	PG9 binder	HTRA1 inh	TCR-CD3 inh	mABHD4 FP
CCOc1ccc(-c2[nH]nc3c2C(c2cccnc2)C(C#N)=C(N)O3)cc1 (stereo unspecified)	1.1	0.4	5.1	-0.1	-3.0	-7.7	-0.8	-0.7	3.4	1.4
COc1ccc(C(=O)NCC2CCCN2S(=O)(=O)c2ccccc2)cc1OC (stereo unspecified)	4.0	-2.8	1.6	7.6	-2.4	2.7	-1.3	1.2	-1.9	-4.4
Cc1ccc(SCC(=O)N/N=C/c2ccco2)cc1	4.4	-4.9	3.1	1.1	-3.6	-3.7	1.3	0.7	5.5	2.0
F[B-](F)(F)COc1ccccc1	2.5	2.4	1.5	-4.3	-3.1	-0.5	-0.8	-3.2	-0.8	68.5*
C=CC1C(OC2OC(CO)C(O)C(O)C2O)OC=C(C(=O)OC)C1CC1CC(=O)CC(CC(=O)CCc2ccc(O)cc2)O1 (stereo unspecified)	-7.5	3.2	-2.5	-3.9	5.2	-0.7	-0.6	9.8	0.9	4.5
CCOc1ccc(N(CC(=O)Nc2ccc(C)c(F)c2)C2=NC3CS(=O)(=O)CC3S2)cc1 (stereo unspecified)	-2.9	-0.8	2.4	-2.2	0.6	0.1	-1.5	-3.8	3.9	-1.7
CC(=O)N(CCN(C)C)c1nc2cc3c(cc2s1)OCCO3	1.6	2.5	-2.5	-3.5	1.8	3.1	0.5	-2.3	2.6	-3.7
CC(NC(=O)c1ccc([N+](=O)[O-])cc1[N+](=O)[O-])c1ccc(-c2ccccc2)cc1 (stereo unspecified)	4.3	-2.6	8.0	3.4	1.2	0.8	-2.2	3.6	-5.0	-10.9
O=C(Nc1ccccc1)OC1CCS(=O)(=O)C1 (stereo unspecified)	-4.5	2.4	-2.5	0.1	2.0	4.1	-0.2	3.2	-3.8	1.3
CSc1nc(C=Nc2ccccc2Cl)c(O)n1Cc1cccc(Cl)c1	-3.9	-2.1	4.8	-0.6	-2.3	1.9	-0.7	-0.1	-1.2	1.7
Cc1cc(C)cc(-n2c(SCC(=O)NCc3ccc4c(c3)OCO4)nc3ccccc3c2=O)c1	8.1	3.0	3.1	2.7	3.0	2.0	6.0	-8.5	10.2	1.4
O=C(Cc1ccc(S(=O)(=O)N2CCCCC2)s1)Nc1ccc(F)cc1F	0.3	-0.7	3.2	0.1	2.0	-1.4	-0.6	-13.4	-0.8	-4.5
C/C(=N/NC(=O)c1cccc(N2CCCC2=O)c1)c1ccc(Br)cc1	-4.7	1.0	-4.2	-2.3	4.2	0.3	0.2	1.8	2.3	-0.7
COc1ccc(C(=O)CCC(C)(C)[N+](=O)[O-])cc1	-4.7	-3.6	-4.3	0.3	1.7	-0.5	0.4	6.4	2.2	-0.8
CCCOc1cc(C)c(S(=O)(=O)NCCOC)cc1C	-3.6	2.8	-4.4	-1.8	-0.7	2.1	3.3	1.8	0.1	-3.7
N/C(=N\OC(=O)c1ccccc1Cl)c1ccccc1	1.0	-3.1	3.8	-4.4	-2.3	-3.7	0.1	-3.3	7.2	3.4
c1ccc(CN(Cc2ccccc2)Cc2nnc(-c3cc4ccccc4[nH]3)s2)cc1	6.6	-0.1	4.0	0.4	-0.3	-1.9	0.5	-6.2	-0.1	9.1
Cc1noc(C)c1S(=O)(=O)N(C)C[C@H]1Oc2c(NC(=O)Nc3ccc4c(c3)OCO4)cccc2C(=O)N([C@H](C)CO)C[C@@H]1C	-3.2	-0.8	4.8	-0.1	-2.1	-2.1	-0.9	-0.7	6.9	-1.2
O=C(Nc1ccc(C(F)(F)F)cc1)N1CCN(c2ccnc3cc(Cl)ccc23)CC1	-2.3	4.8	-1.3	-3.0	0.9	2.4	-0.6	nt	-8.8	-23.2
Cc1nc(-c2ccc(F)cc2)c(CC(=O)N2CCN(S(=O)(=O)c3cccc(F)c3)CC2)s1	-4.8	0.3	-2.2	-0.1	-0.9	1.9	-0.4	-1.1	-1.0	-0.9
Cc1ccc(NC(=O)CCC(=O)N/N=C/c2cccs2)cc1	-0.5	-3.7	-1.8	0.9	1.9	-1.3	-0.1	4.1	8.2	-3.1
Cc1c(NC(=O)C(C)OC(=O)c2ccccc2O)c(=O)n(-c2ccccc2)n1C (stereo unspecified)	0.3	3.5	-0.2	-2.7	0.1	0.6	1.6	-3.0	-6.5	-0.3
COc1ccccc1NC(=S)N1CCN(c2nc(-c3ccccc3)cs2)CC1	5.8	-2.5	0.3	-1.0	2.6	-2.3	0.8	-0.6	-0.6	-2.8
Cc1ccc(N2CN(CCC3=CCCCC3)CNC2=S)cc1	-3.2	-1.2	-6.5	-1.3	-0.3	2.3	0.4	-0.5	11.9	2.3
CC1(C(=O)NCc2ccc(C(F)(F)F)cc2)CCN1Cc1ccc(-c2ccccc2)o1 (stereo unspecified)	0.9	5.8	0.2	-0.7	-3.5	-0.8	-0.1	nt	-2.7	-9.7
C1CCN=C(Nc2nc3c(s2)CCCC3)CC1	-1.3	-1.9	1.1	9.1	-7.8	-0.5	-1.6	2.5	3.2	-5.7
Cc1sc(N=Nc2ccc(N(C)C)cc2)[n+]([O-])c1C	-2.4	-2.7	2.3	-6.9	-18.6	-14.3	-35.3	-2.7	4.7	-1.1
Cn1c(=O)[nH]c(=O)c2c1nc(Br)n2CCCSc1nc2ccccc2o1	3.8	-0.1	-4.2	-0.4	1.7	3.2	-1.8	-4.1	-0.9	0.3
CCC(=O)N1CCc2cc(Br)cc(S(=O)(=O)NCC3CCCN3CC)c21 (stereo unspecified)	5.5	1.1	2.8	0.1	7.3	3.6	0.6	1.4	-9.8	-8.3
CCCC1c2ccc(C)n2CCN1C(=O)Nc1ccccc1Cl (stereo unspecified)	-0.1	5.5	3.8	4.3	-2.6	-3.7	-0.6	-3.9	1.1	3.0
COc1ccc(N2CCN(C(=O)c3ccc4c(=O)n(Cc5ccc6c(c5)OCO6)c(=O)[nH]c4c3)CC2)cc1	0.2	-0.4	3.4	1.5	0.8	-1.3	1.6	-3.0	11.3	6.3
CC(C)C[C@H](NC(=O)c1nc[nH]c1C(=O)NCCNC(=O)OC(C)(C)C)C(=O)CNCCNC(=O)c1[nH]cnc1C(=O)N[C@@H](C)C(=O)OC(C)(C)C	3.1	0.8	-4.0	0.6	1.0	0.5	-0.6	0.9	0.3	-3.5
Cc1ccc(OCC(=O)NC(=S)Nc2ccc(S(=O)(=O)Nc3cc(C)on3)cc2)c(Br)c1	4.7	-0.1	6.1	0.7	-1.3	-1.0	-0.7	0.6	8.9	-4.7
CCC(NS(=O)(=O)c1cccs1)c1ccc(C)cc1 (stereo unspecified)	-0.5	1.1	0.3	2.7	-1.1	0.3	-0.5	0.0	0.6	5.6
Cc1cc(C)n(-c2ccc(NC(=O)C3CCN(Cc4cc(C)c(C)o4)CC3)cc2)n1	3.0	-2.5	-4.0	0.8	1.1	0.6	0.9	-5.0	4.1	-3.8
O=C(c1ccncc1)N1CCN(c2cc(-c3ccccc3)nc3cc(-c4cccc(Cl)c4)nn23)CC1	-1.3	-4.7	4.1	-2.8	1.1	-0.7	-0.3	-5.1	-0.6	-0.2
CCOC(=O)N1CCc2c(sc(NC(=O)Cc3ccccc3)c2C(=O)c2ccc(OC)cc2)C1	-5.1	0.0	-0.4	-2.9	-2.3	3.5	0.5	-4.2	-1.3	-0.9
Nc1cc(N)nc(SCC(=O)Nc2ccccc2)n1	-1.0	-1.1	5.0	-1.8	3.2	0.4	0.3	1.0	4.3	0.1
COC(=O)c1ccc(CSc2n[nH]c(-c3ccccc3)n2)o1	-3.9	-3.6	-3.7	-0.8	2.0	-1.6	0.1	2.0	3.5	3.5
COCCCn1c(=N)c(C(=O)NCc2ccc3c(c2)OCO3)cc2c(=O)n3ccccc3nc21	-0.6	2.3	5.2	-0.4	1.0	-5.2	1.8	-6.8	2.4	-1.1
O=C1N(CC(=O)N2CCc3ccccc32)CCN1Cc1ccc(Cl)cc1	-5.8	-0.1	-5.4	-1.2	1.9	0.0	-1.4	0.7	8.4	-4.1
COc1ccc(N=C2C(=S)N(c3ccc(OC)cc3)C(=NS(=O)(=O)c3ccccc3)N2c2ccccc2)cc1	7.9	0.7	8.1	-0.3	-0.1	-2.3	0.8	-4.8	-2.9	2.4
CC(C)Oc1cccc(C(=O)C2CCCN(C(=O)c3ccccn3)C2)c1 (stereo unspecified)	9.8	0.5	-1.7	-0.3	-2.1	0.9	0.9	-3.3	5.2	6.2
O=C(NN1CCOCC1)c1cc(S(=O)(=O)Nc2cccc(C(F)(F)F)c2)ccc1Cl	1.1	-0.4	6.6	2.7	-1.2	11.2	-3.1	-5.1	1.4	-10.8
CCN(C(=O)COc1cccnc1[N+](=O)[O-])C1CCS(=O)(=O)C1 (stereo unspecified)	2.5	-2.8	1.4	1.5	-3.0	-0.5	-1.4	-1.2	4.7	-4.0
O=C1CS/C(=N\C(=O)N2c3ccccc3Sc3ccccc32)N1	-2.4	-0.8	16.3	-1.2	-3.2	-1.3	-3.7	-4.5	4.9	-2.9
CCCn1c(=O)c2ccccc2n2c(SCC(N)=O)nnc12	0.8	3.3	-1.0	-0.8	-4.4	3.2	0.1	0.9	0.6	-0.2
COc1ccc(C(=O)CSc2nnc(-c3ccccn3)n2-c2ccccc2)cc1	-0.9	-2.7	2.9	-2.5	-1.8	-0.9	nt	nt	nt	5.9
Nc1nncn1C(=O)c1cc(Br)ccc1Cl	1.0	3.7	1.6	0.7	6.3	3.9	0.5	-1.9	-6.0	-4.7
Cc1cc(NC(=O)CN(C)CC(=O)Nc2ccc(F)c(F)c2F)no1	4.6	-3.8	0.5	0.4	6.6	7.5	0.4	-1.2	1.4	-1.4
COc1ccccc1N1C(=O)C2C(C(=O)c3ccccc3)=NN(c3ccccc3)C2C1=O (stereo unspecified)	-0.7	1.9	3.0	1.6	-4.7	-1.0	0.1	-12.6	2.3	-3.0
Cc1ccc2[nH]c3c(=O)n(CC(=O)N4CCN(C)CC4)ncc3c2c1	-1.2	-4.3	2.0	3.8	2.9	0.1	-2.7	1.7	2.5	-0.1
COc1cc(C2=NOC(C(=O)N3CCN(c4ccc(F)cc4)CC3)C2)cc(OC)c1OC (stereo unspecified)	-3.7	1.7	-7.6	-3.9	1.2	9.3	1.4	-7.3	-6.0	-8.3

Retrieved one by one from the entries so far (three):
SMILES	NR1D1 modulator	PRMT1 inh	rCAG binder	LEDGF integ inh	MBD2 inh	UHRF1 binding	PG9 binder	HTRA1 inh	TCR-CD3 inh	mABHD4 FP
CC(C)Oc1cccc(C(=O)C2CCCN(C(=O)c3ccccn3)C2)c1 (stereo unspecified)	9.8	0.5	-1.7	-0.3	-2.1	0.9	0.9	-3.3	5.2	6.2
Cc1cc(NC(=O)CN(C)CC(=O)Nc2ccc(F)c(F)c2F)no1	4.6	-3.8	0.5	0.4	6.6	7.5	0.4	-1.2	1.4	-1.4
COc1ccc(N=C2C(=S)N(c3ccc(OC)cc3)C(=NS(=O)(=O)c3ccccc3)N2c2ccccc2)cc1	7.9	0.7	8.1	-0.3	-0.1	-2.3	0.8	-4.8	-2.9	2.4

Only part of the results is shown; count on the stated rates, not on these rows.
